High-throughput results as filed in PubChem BioAssay.
NRP1-CendR mod – modulators of CendR peptide binding to NRP-1, primary screen, biochemical, fluorescence polarization, uHTS; Neuropilin-1 (Homo sapiens), O14786; FAM-RPARPAR peptide binding to NRP-1; inhibition, % at 25 µM; actives 0.85% (n = 360,000); AID 602438, 2012;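 active = inhibition or corrected inhibition above about 18%, plus a signal ratio from 0.5 to 1.5, limit read from the data, passing the limit was not always enough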; note: strong numbers were not always called active
DNMT1 inh – human DNMT1 methyltransferase inhibitors, primary screen, biochemical, molecular beacon, fluorescence, HinP1I cleavage, uHTS; DNA (cytosine-5)-methyltransferase 1 (Homo sapiens), P26358; inhibition (reported as % activation of signal), % at 10 µM; actives 0.83% (n = 360,000); in the data active = inhibition above about 50%
STEP block – STEP phosphatase inhibitors, primary screen, biochemical, fluorescence intensity, uHTS; recombinant STEP, OMFP fluorogenic substrate; Tyrosine-protein phosphatase non-receptor type 5 (Homo sapiens), P54829; AID 588621, 2011; inhibition, % at 20 µM; actives 0.25% (n = 360,000);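 active = inhibition at 20 µM, scaled per plate between control wells, above about 37%, limit read from the data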;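 note: 0% = DMSO with enzyme and substrate and 100% = substrate only without enzyme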
Target sequence (P54829 whole entry, looked up): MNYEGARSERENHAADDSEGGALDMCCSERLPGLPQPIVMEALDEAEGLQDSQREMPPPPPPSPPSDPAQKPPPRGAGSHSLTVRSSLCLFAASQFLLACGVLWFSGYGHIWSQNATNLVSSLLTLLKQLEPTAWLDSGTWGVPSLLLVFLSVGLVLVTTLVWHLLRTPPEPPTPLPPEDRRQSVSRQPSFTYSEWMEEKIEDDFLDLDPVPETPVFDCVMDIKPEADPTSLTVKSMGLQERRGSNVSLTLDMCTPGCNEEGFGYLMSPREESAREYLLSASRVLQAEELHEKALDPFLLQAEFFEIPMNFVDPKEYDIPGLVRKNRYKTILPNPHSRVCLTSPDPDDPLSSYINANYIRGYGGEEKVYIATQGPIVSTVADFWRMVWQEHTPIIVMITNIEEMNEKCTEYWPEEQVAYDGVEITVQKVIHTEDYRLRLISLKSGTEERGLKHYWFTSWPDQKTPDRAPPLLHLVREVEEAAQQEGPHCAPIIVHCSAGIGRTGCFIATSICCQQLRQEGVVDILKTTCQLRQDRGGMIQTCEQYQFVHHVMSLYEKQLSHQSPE
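Measure: Control-normalized % inhibition with plate pattern correction | Test system: STEP phosphatase, cell-free reaction | Medium: pH 6.0 Bis-Tris with DTT and Tween 20 | Technique: Fluorescence, 480/540 nm | Times: Reaction 20 min, ambient temperature | Doses: Single compound dose of 20 µM, 1% DMSO final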
MsrA act – bovine MsrA enzyme activators, primary screen, biochemical, absorbance, HTS; actives 0.3% (n = 360,000); purified bovine MsrA, absorbance read-out; activation, % at 10.6 µM; Methionine sulfoxide reductase A (Bos taurus); in the data active = activation above about 7.5%;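 note: 0% = vehicle and 100% = reference activator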
E coli Lon inh – inhibitors of E. coli Lon protease, primary screen, biochemical, fluorescence polarization | actives 0.42% (n = 360,000) | purified E. coli Lon protease | inhibition, % at 7.94 µM | AID 602123, 2011 | P0A9M0; in the data active = inhibition above about 13%, passing the limit was not always enough;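 note: 0% = enzyme with probe and DMSO and 100% = no enzyme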
Tb MetRS inh – T. brucei MetRS inhibitors, primary screen, biochemical, luminescence. methionyl-tRNA synthetase (Trypanosoma brucei brucei). purified T. brucei MetRS, ATP depletion, Kinase-Glo luminescence. inhibition, % at 11.9 µM. actives 0.4% (n = 360,000). AID 624268, 2012;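 active = inhibition above a per-plate cutoff of the control wells' mean inhibition plus 3 SD, cut at about 5.5% in these data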;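 note: 0% = DMSO wells median and 100% = median of wells with control inhibitor compound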
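technique = Kinase-Glo luminescence, ATP depletion format | system = purified MetRS (methionyl-tRNA synthetase) enzyme from Trypanosoma brucei | timing = 15 min preincubation, 2 h reaction, all 25 °C | evaluation = percent inhibition versus plate control medians | dosing = single dose, 11.9 µM final nominal, 0.9% final DMSO | also added = substrates ATP, L-methionine and bulk Escherichia coli tRNA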
LMPTP inh – LMPTP phosphatase inhibitors, primary screen, biochemical, fluorescence intensity, uHTS | inhibition, % at 20 µM | actives 0.22% (n = 360,000) | recombinant LMPTP-A, OMFP fluorogenic substrate | Low molecular weight phosphotyrosine protein phosphatase (Homo sapiens), P24666;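 active = compounds that cut the enzyme signal by at least half of the control window in the single-dose screen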;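 note: plate controls were DMSO wells with enzyme plus substrate for no effect and substrate without enzyme for full effect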
Target sequence (P24666 whole entry, looked up): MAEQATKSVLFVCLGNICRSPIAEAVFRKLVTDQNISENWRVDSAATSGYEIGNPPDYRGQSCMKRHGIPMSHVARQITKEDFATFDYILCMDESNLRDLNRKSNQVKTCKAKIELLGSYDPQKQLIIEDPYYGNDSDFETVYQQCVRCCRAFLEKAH
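Assay system: LMPTP-A phosphatase enzyme | Input: 0.625 nM enzyme | Also added: Fluorogenic phosphatase substrate OMFP at 400 µM final | Compound dosing: One test concentration per compound, 20 µM, with 3% DMSO overall | Schedule: 50 min enzyme reaction at room temperature, protected from light | Signal: Fluorescence intensity | Benchmarks: no-enzyme and uninhibited controls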
Scp-1 inhibitor – Scp-1 phosphatase inhibitors, primary screen, biochemical, colorimetric, uHTS. Carboxy-terminal domain RNA polymerase II polypeptide A small phosphatase 1 (Homo …. Recombinant Scp1, phosphopeptide, malachite green phosphate absorbance. inhibition, % at 20 µM. actives 0.88% (n = 340,000). AID 493091, 2011;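 active = inhibition above about 50% at 20 µM, limit read from the data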;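 note: plate controls were DMSO wells with enzyme for no effect and wells lacking enzyme for full effect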
Target sequence (Q9GZU7 76-261 limits assumed): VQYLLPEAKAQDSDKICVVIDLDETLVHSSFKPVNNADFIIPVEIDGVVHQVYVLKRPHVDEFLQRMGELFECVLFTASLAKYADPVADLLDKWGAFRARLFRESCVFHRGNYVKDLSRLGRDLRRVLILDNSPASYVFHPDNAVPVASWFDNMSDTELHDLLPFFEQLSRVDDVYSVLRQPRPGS
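System: truncated SCP-1 phosphatase (76-261aa); medium: Tris acetate buffer pH 5.5 with MgCl2 and Tween-20; incubation: 45 min room-temperature reaction, 5 min colour, 30 min stabiliser; compound: single 20 µM dose, 1% DMSO; reagent: Phosphorylated 17-residue peptide substrate; read-out: % inhibition at 20 µM; technique: colorimetric free-phosphate detection, absorbance 630 nm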
SUMO1-SIM PPI – modulators of SUMO1 protein-protein interactions, primary screen, biochemical, uHTS. inhibition, % at 20 µM. AID 602429, 2012. SUMO1 binding to a labelled peptide, TR-FRET, 1 h. actives 0.33% (n = 360,000); in the data active = inhibition above about 37%
Target sequence (P63165 whole entry, looked up): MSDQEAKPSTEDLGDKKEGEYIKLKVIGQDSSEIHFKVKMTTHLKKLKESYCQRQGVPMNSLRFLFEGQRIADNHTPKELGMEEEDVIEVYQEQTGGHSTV
MsrA inhibitor – bovine MsrA enzyme inhibitors, primary screen, biochemical, absorbance, HTS; inhibition, % at 15.5 µM; Methionine sulfoxide reductase A (Bos taurus); actives 0.75% (n = 360,000); purified bovine MsrA, absorbance read-out; in the data active = inhibition above about 4.5%;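 note: 0% = vehicle wells with enzyme and 100% = reference inhibitor wells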
* marks the source's active call; other numbers are inactive results; · = no result given.

SMILES	NRP1-CendR mod	DNMT1 inh	STEP block	MsrA act	E coli Lon inh	Tb MetRS inh	LMPTP inh	Scp-1 inhibitor	SUMO1-SIM PPI	MsrA inhibitor
O=C(CNC(=O)c1cccc(F)c1)N/N=C/c1cccc([N+](=O)[O-])c1	-5	-2	0	-1	-10	-0.4	0.0	1	-20	0.1
COc1ccccc1C(=O)C1CCCN(C(=O)C2CCCC2)C1 (stereo not drawn)	-10	2	1	-4	-3	0.0	-2.0	-3	0	-1.3
COc1ccc(CCNS(=O)(=O)c2cccc([N+](=O)[O-])c2)cc1OC	11	6	0	-4	-6	0.7	-1.9	-2	-23	0.4
CC(/C=N/Nc1nc2ccccc2[nH]1)=C\c1ccccc1	4	-4	6	-5	-3	4.5	2.5	1	-1	2.0
COc1cccc(-c2nc(CS(=O)(=O)CC(=O)NCc3ccc4c(c3)OCO4)c(C)o2)c1	1	-2	-2	-1	3	-0.3	0.8	-8	1	2.0
Nn1c(SCC(=O)N2CCCc3ccccc32)nnc1-c1ccc(Cl)cc1	-1	4	-3	-8	-2	-1.0	-0.1	-4	1	-0.8
O=C(CCCN1C(=O)c2cccc3cccc(c23)C1=O)N1CCN(c2ncccn2)CC1	6	-3	3	-2	-9	-0.3	0.1	-1	-24	2.0
N#CCN1CCC/C1=C\[N+](=O)[O-]	-1	5	0	-6	-8	-0.1	-0.9	0	-4	4.5
CCOC(=O)C1CCN(C(=O)c2ccc(C)o2)CC1	19	5	-2	-4	-4	-0.4	-1.4	5	3	-0.4
Cc1cc(OCC(=O)NC2CC(C)(C)NC(C)(C)C2)c(C)cc1Br	-4	-1	2	-1	-5	-0.1	-1.6	2	0	-0.1
COCc1cc(CN2CCCC2)c(O)c2ncccc12	5	-3	0	-8	6	-0.7	-1.4	-8	-6	0.0
COC(=O)c1ccccc1NC(=S)NC(NC(=O)COc1ccccc1)C(Cl)(Cl)Cl (stereo not drawn)	10	-13	2	3	7	0.5	-0.6	-2	4	-0.3
CCCCCNC(=O)c1ccc2c(=O)[nH]c3c(C(=O)NCC4CCCO4)sc(=S)n3c2c1 (stereo not drawn)	-59	-9	6	0	3	0.5	1.6	-2	13	0.7
NC(=S)NN=C(Cc1ccccc1)Cc1ccccc1	-8	0	0	-2	-2	0.5	-0.3	-14	0	-0.3
COc1cc2c(=O)n(CCC(=O)NCC3CCCO3)c(=O)n(CC(=O)Nc3ccc(C)cc3)c2cc1OC (stereo not drawn)	15	-1	-3	0	3	-0.6	-0.5	-6	3	0.8
O=C(CSc1ccc2ccccc2n1)c1ccc2c(c1)OCO2	17	1	1	-12	-4	-1.4	2.0	7	2	1.8
Cc1cccc(N2C(=O)CC(Sc3nccc(C)n3)C2=O)c1 (stereo not drawn)	-2	2	0	-2	5	-0.8	-1.5	-10	4	-0.9
Cc1cc(C)n(C(=O)c2cccc(S(=O)(=O)N3CCOCC3)c2)n1	-1	1	-1	-3	-4	-0.5	1.1	-2	-2	0.7
CCCn1nc(NS(=O)(=O)c2cccc3nonc23)c2cc3cc(C)ccc3nc21	-13	1	-1	-13	5	-1.7	0.3	15	-19	-0.5
CC(=O)Nc1ccc(N2C(=O)CSC2c2ccccc2[N+](=O)[O-])cc1 (stereo not drawn)	-2	2	3	-6	3	-1.3	-1.4	-5	-10	-0.4
CC12CCC3C(=CCc4cc(O)ccc43)C1CC(=NO)C2O (stereo not drawn)	0	2	4	-2	-14	0.2	1.0	-5	-6	0.2
COc1ccc(CNC(=O)c2ccccc2NC(=O)C2=C(C)OCCS2)cc1	2	-1	0	-3	-16	0.2	-1.8	·	2	0.7
O=C(O)CCC(=O)Nc1cccc(-c2nc3ccccc3o2)c1	6	-9	-3	0	-5	1.1	-1.9	-12	0	-0.7
COc1ccc(-c2cc(=O)c3c(O)c(OC)c(OC)c(OC)c3o2)cc1	-4	5	5	-3	-2	0.2	-0.4	0	-2	-0.1
CCCC[C@@H]1CN=C(N)N1CCCC	8	0	-4	0	-1	-0.1	-1.1	-1	2	-1.1
CC(C)C(C)NC(=O)COc1nc2ccccc2nc1N(C)C1CCCCC1 (stereo not drawn)	6	0	2	-1	-4	-0.3	-0.6	-5	-68	0.5
CCOc1ccc(Cl)cc1CNc1nnnn1CC	1	-1	-1	-4	-6	1.5	0.2	-1	11	-0.1
Cc1ccc(C(=O)COc2cc(O)c3c(=O)cc(-c4ccccc4)oc3c2)cc1	-5	5	1	0	-2	-0.1	-1.0	-3	-4	0.6
COc1cccc(C(=O)NN/C(C)=C/C(=O)C(F)(F)C(F)(F)C(F)(F)F)c1	1	-1	0	-4	6	0.2	-1.6	-5	2	0.8
Cc1ccc(NC(=O)c2cc(S(=O)(=O)N3CCc4ccccc43)cn2C)cc1	-8	-2	2	-7	-4	1.7	4.7	3	4	0.0

Arranged by value in Tb MetRS inh (low to high): three from the list above
mol | NRP1-CendR mod | DNMT1 inh | MsrA act | E coli Lon inh | Tb MetRS inh | LMPTP inh | Scp-1 inhibitor | SUMO1-SIM PPI | MsrA inhibitor
O=C(CSc1ccc2ccccc2n1)c1ccc2c(c1)OCO2 | 17 | 1 | -12 | -4 | -1.4 | 2.0 | 7 | 2 | 1.8
O=C(CCCN1C(=O)c2cccc3cccc(c23)C1=O)N1CCN(c2ncccn2)CC1 | 6 | -3 | -2 | -9 | -0.3 | 0.1 | -1 | -24 | 2.0
Cc1cc(OCC(=O)NC2CC(C)(C)NC(C)(C)C2)c(C)cc1Br | -4 | -1 | -1 | -5 | -0.1 | -1.6 | 2 | 0 | -0.1

Going on with the list.
SMILES	NRP1-CendR mod	DNMT1 inh	STEP block	MsrA act	E coli Lon inh	Tb MetRS inh	LMPTP inh	Scp-1 inhibitor	SUMO1-SIM PPI	MsrA inhibitor
CC1CCN(CC(=O)NCc2ccccc2)CC1	1	-1	1	2	-5	-0.3	-1.4	-1	-1	-0.5
O=C(COc1ccc([N+](=O)[O-])cc1)NNC(=O)Nc1ccc([N+](=O)[O-])cc1	-2	0	2	-8	0	-0.4	2.3	7	-23	4.1
CC(=O)Nc1ccc(S(=O)(=O)NNC(=O)C(=O)NNc2ccccn2)cc1	1	-4	-4	-4	7	-0.1	-0.9	0	-8	-1.0
COC(=O)/C(=N/Nc1ccccc1C)N1CCCc2ccccc21	8	2	0	-7	14	-0.7	0.2	2	0	-0.7
CC(C)c1ccc(Nc2ncc3c(n2)CCN(C(=O)Nc2ccc(F)c(Cl)c2)C3)cc1	8	-9	0	-1	2	-0.2	5.3	·	3	1.8
CCCN(CCC)C(=S)Nc1cc(C(=O)OC)ccc1C(=O)OC	6	0	0	-2	-12	-0.4	-0.7	-8	1	0.8
O=C(NCc1cccnc1)c1cc(C2CCCCN2S(=O)(=O)c2ccccc2)on1 (stereo not drawn)	-10	0	-4	1	-1	-0.3	-2.8	·	3	0.2
Cc1ccc2cc3c(=O)n(C)cc(C=O)c3nc2c1	5	-1	-2	-5	7	-0.5	-2.6	1	-23	-0.1
COc1ccccc1C(=O)NC(=O)COC(=O)c1ncc(Cl)c(Cl)c1Cl	1	2	-1	0	-15	-0.1	1.4	0	1	-0.5
O=C(CCN1C(=O)/C(=C\c2cccs2)SC1=S)Nc1ccccn1	-59	-4	1	-1	-22	0.0	1.3	1	-19	1.8
O=C(C1CC1)N1CCC(c2nc(-c3ccc(S(=O)(=O)NCC4CCCO4)cc3)no2)CC1 (stereo not drawn)	7	-1	0	0	-12	-0.8	-0.1	0	1	-0.2
COc1ccc(S(=O)(=O)N2CCC(N3CCCCC3)CC2)cc1	17	4	0	-3	4	-0.3	-1.5	-5	-1	-0.8
S=C(NC1CCCCC1)N1CCn2cccc2C1c1ccncc1 (stereo not drawn)	-1	-9	-2	-4	-10	-1.0	1.2	-3	-5	0.1
[N-]=C=C1C(=O)NC(=O)C([n+]2ccc(-c3ccncc3)cc2)C1c1ccccc1C(F)(F)F (stereo not drawn)	-7	-22	0	-4	0	-0.6	1.2	-7	-22	0.6
CSCCC(=O)Nc1ccc(C(C)=O)cc1	2	2	-6	-3	-11	0.3	-1.7	-4	-9	-0.3
O=C(CSc1nc(=O)n(CCN2CCOCC2)c2c1CCCC2)Nc1ccccc1Cl	6	5	4	-2	-6	0.0	-1.0	·	1	-0.5
Cc1ccc(C)c(NC(=O)CCCCCCCCCCC2COCCO2)c1 (stereo not drawn)	20	0	0	-10	-3	-1.3	0.0	0	-4	0.1
COc1ccccc1C(=O)Nc1nc2ccccc2[nH]1	15	-1	-3	-3	-10	-6.9	-0.8	-10	1	0.6
CCOC(=O)CN/C=C(\C#N)c1ccccc1	-22	0	2	-4	-3	-0.2	-0.3	-10	1	1.0
COc1cccc(N(CC(=O)NC2CCCCC2)C(=O)CCCC(=O)Nc2ccccn2)c1	1	0	-3	-1	-7	-0.5	-0.1	-5	-2	0.6
Cc1nn(C)c(Oc2ccccc2)c1CCNC(=O)C(C)(C)C	-1	7	5	-6	2	-0.8	-0.1	-9	23	1.1
CCN1/C(=C\C=C2\C(=O)N(c3ccccc3)C(=S)N2C)Sc2ccccc21	-67	55*	7	-9	-7	0.2	16	14	-20	1.2
Cc1cc(C)n2cc(CSc3nnc(N)s3)nc2n1	5	4	-4	1	1	-0.2	-0.5	9	-2	1.2
Cc1ccccc1NC(=O)C(C#N)Cc1cccnc1 (stereo not drawn)	8	3	2	-9	-15	0.0	-2.2	-18	0	0.4
O=C(Nc1ccc(Cl)cc1C(=O)Nc1ccc(Br)cn1)c1ccco1	10	3	2	-1	-5	-0.4	1.8	-4	-2	1.1
Cc1sc(-c2ccccn2)nc1OC(=O)c1ccc(F)cc1F	-4	5	0	-3	-5	-0.1	0.5	-13	-9	1.4

Among those listed so far, 2 have a furan ring, fused or not.
SMILES	NRP1-CendR mod	DNMT1 inh	STEP block	MsrA act	E coli Lon inh	Tb MetRS inh	LMPTP inh	Scp-1 inhibitor	SUMO1-SIM PPI	MsrA inhibitor
CCOC(=O)C1CCN(C(=O)c2ccc(C)o2)CC1	19	5	-2	-4	-4	-0.4	-1.4	5	3	-0.4
O=C(Nc1ccc(Cl)cc1C(=O)Nc1ccc(Br)cn1)c1ccco1	10	3	2	-1	-5	-0.4	1.8	-4	-2	1.1
